ABHD5 PLIN5 PPI = ABHD5-PLIN5 interaction inhibitors, primary screen, cell lysate, split luciferase complementation, luminescence. Perilipin-5 (Homo sapiens) + 1-acylglycerol-3-phosphate O-acyltransferase ABHD5 (Homo …. actives 0.78% (n = 360,000). inhibition, % at 4 µM. Split G. princeps luciferase complementation, 4 h. AID 602281, 2012;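 active = inhibition above the mean inhibition across every tested compound plus 3 SD, cut at about 22% in these data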;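 note: 0% = DMSO only wells and the 100% control is not disclosed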
SRC3 inh = SRC3 coactivator transcriptional activity inhibitors, primary screen, cell-based, luminescence. HEK293 GAL4-SRC3 luciferase reporter. inhibition, % at 3.6 µM. actives 0.17% (n = 360,000). AID 588352, 2011;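 active = inhibition above a per-campaign cutoff, the mean of all compounds plus 3 SD, cut at about 60% in these data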;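 note: 0% = DMSO-treated cells and 100% = gossypol-treated cells at 36 µM; higher means less SRC3-driven luciferase light from the GAL4 reporter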
Granule exo inh = LAMP-1 surface exposure blockers, TALL-104 cells – cell-based, flow cytometry, MLPCN library, primary screen; inhibition, % at 10 µM; actives 0.66% (n = 360,000); TALL-104 LAMP-1 surface exposure; cells stimulated with thapsigargin and PMA;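 active = inhibition above about 55%, limit read from the data; inconclusive = no clear call, values can overlap the other calls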
TLR9-MyD88 inh = inhibitors of TLR9-MyD88 association in cells, primary screen, cell-based, CHO, BLA complementation, fluorescence; CCF4 FRET ratio; actives 0.21% (n = 340,000); Toll-like receptor 9 (Homo sapiens) + Myeloid differentiation primary response protein …; inhibition, % at 4.98 µM;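 active = inhibition above the mean over all tested compounds plus 3 SD, cut at about 21% in these data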;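 note: 0% = DMSO only wells and 100% = clavulanate BLA inhibitor control wells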
Target sequence (Q99836 whole entry, looked up): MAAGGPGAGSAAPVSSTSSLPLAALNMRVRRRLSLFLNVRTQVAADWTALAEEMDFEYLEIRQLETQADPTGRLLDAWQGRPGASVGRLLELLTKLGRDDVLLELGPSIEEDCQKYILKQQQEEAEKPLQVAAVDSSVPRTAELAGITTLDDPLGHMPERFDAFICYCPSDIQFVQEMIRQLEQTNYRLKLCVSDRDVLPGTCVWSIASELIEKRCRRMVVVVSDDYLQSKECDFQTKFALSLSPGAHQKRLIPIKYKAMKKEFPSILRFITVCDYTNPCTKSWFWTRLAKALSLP
Target sequence (Q9NR96 whole entry, looked up): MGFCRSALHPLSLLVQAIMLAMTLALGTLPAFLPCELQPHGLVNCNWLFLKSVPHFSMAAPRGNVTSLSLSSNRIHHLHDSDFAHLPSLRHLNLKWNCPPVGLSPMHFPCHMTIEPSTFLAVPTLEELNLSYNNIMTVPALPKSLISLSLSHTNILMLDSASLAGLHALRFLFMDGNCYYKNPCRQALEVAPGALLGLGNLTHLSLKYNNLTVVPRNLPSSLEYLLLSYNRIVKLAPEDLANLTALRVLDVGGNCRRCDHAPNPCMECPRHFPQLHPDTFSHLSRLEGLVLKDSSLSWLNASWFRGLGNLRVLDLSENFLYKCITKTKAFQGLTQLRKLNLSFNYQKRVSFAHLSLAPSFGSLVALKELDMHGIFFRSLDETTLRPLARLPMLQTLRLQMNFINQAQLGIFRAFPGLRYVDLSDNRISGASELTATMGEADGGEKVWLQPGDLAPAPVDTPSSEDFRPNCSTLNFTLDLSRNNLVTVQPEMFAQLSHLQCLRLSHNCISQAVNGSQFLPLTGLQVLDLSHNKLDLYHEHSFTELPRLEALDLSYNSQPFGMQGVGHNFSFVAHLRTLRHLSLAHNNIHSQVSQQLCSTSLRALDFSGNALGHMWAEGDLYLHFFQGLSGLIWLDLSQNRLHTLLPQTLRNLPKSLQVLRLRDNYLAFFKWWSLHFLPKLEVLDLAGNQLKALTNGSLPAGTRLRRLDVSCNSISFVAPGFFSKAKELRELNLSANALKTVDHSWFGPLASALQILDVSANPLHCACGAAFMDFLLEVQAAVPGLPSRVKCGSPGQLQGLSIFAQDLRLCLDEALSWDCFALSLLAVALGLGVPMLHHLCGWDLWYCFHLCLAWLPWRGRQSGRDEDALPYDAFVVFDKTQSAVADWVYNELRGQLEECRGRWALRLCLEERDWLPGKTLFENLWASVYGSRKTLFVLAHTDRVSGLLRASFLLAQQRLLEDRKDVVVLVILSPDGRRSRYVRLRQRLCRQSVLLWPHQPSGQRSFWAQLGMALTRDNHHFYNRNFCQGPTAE
NCOA2 inhibitor = inhibition of GAL4-SRC2 driven luciferase reporter, primary screen, SRC2 inhibitor project, cell-based, luminescence; Nuclear receptor coactivator 2 (Homo sapiens), Q15596; HEK293 GAL4-SRC2 luciferase reporter; inhibition, % at 9 µM; actives 0.17% (n = 370,000); AID 651957, 2012;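 active = inhibition above the mean inhibition of all tested compounds plus 3 SD, set per campaign, cut at about 52% in these data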;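 note: 0% = DMSO treated cells and 100% = cells given Gossypol at 36 µM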
TWEAK-Fn14 inh = inhibitors of TWEAK-Fn14 signaling, primary screen, luciferase reporter cells, uHTS. TWEAK-stimulated Fn14 reporter cells, luciferase luminescence, 8 h. inhibition, % at 10 µM. actives 2% (n = 360,000). AID 1159606, 2016; in the data active = inhibition above about 50%
NR5A2 inv ag = LRH-1 (NR5A2) inverse agonists, primary screen, cell-based, luminescence, HEK293T, StAR-luciferase reporter. Nuclear receptor subfamily 5 group A member 2 (Homo sapiens), O00482. LRH-1 transfected, 24 h. inhibition, % at 3.6 µM. actives 0.13% (n = 360,000). AID 602396, 2012;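 active = inhibition above the mean inhibition of all tested compounds plus 3 SD, cut at about 73% in these data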;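 note: 0% = DMSO wells and 100% = reporter-only cells lacking LRH-1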
SRC1 inh = SRC1 coactivator transcriptional activity inhibitors, primary screen, cell-based, luminescence; HEK293 GAL4-SRC1 luciferase reporter; inhibition, % at 3.6 µM; actives 0.12% (n = 360,000); Nuclear receptor coactivator 1 (Homo sapiens), Q15788;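 active = inhibition above the campaign mean plus 3 SD, with each screening campaign given its own cutoff, cut at about 60% in these data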;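 note: 0% = DMSO treated cells and 100% = gossypol at 36 µM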
COUP-TFII inh = NR2F2 transcriptional activity inhibitors, primary screen, cell-based, luciferase reporter, HEK293T, luminescence; COUP transcription factor 2 (Homo sapiens), P24468; HEK293T NGFI-A luciferase reporter; inhibition, % at 8.6 µM; actives 0.7% (n = 370,000);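 active = inhibition above a per-plate cutoff, mean inhibition of test wells between control levels plus 3 SD, cut at about 38% in these data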;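 note: cells cotransfected with COUP-TFII expression vector driving the NGFI-A reporter; 0% = median of COUP-TF2 test wells and 100% = reporter-only cells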
TROY NFkB inh = inhibitors of TROY-driven NF-kB signaling, primary screen, Q293 LMP1-TROYcd cells, NF-kB luciferase, uHTS | inhibition, % at 10 µM | Q293 LMP1-TROYcd NF-kB luciferase reporter, 4 h | actives 0.98% (n = 360,000);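 active = compounds whose plate-normalised and pattern-corrected inhibition of the luciferase reporter signal at the single screening dose is 50% or more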
NOD2 RIPK2 PPI = NOD2-RIPK2 binding disruptors in cells, primary screen, fluorescence, CHO cells, BLA complementation | Receptor-interacting serine/threonine-protein kinase 2 (Homo sapiens), O43353 | actives 0.38% (n = 360,000) | CCF4 ratio | inhibition, % at 4.98 µM; in the data active = inhibition above about 21%;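 note: 0% = vehicle only and 100% = reference blocker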
Starred values were filed as active, the others as inactive; ? = inconclusive; . = not tested or not shown. These rows are one share of the data; rates above refer to the full screens.

SMILES	ABHD5 PLIN5 PPI	SRC3 inh	Granule exo inh	TLR9-MyD88 inh	NCOA2 inhibitor	TWEAK-Fn14 inh	NR5A2 inv ag	SRC1 inh	COUP-TFII inh	TROY NFkB inh	NOD2 RIPK2 PPI
CCCN(C)C[C@H]1OCc2cnnn2CCCC(=O)N([C@H](C)CO)C[C@@H]1C	9	11	1	.	-2	7	-12	11	1	-3	0
Cn1c(=O)c2c(nc(Oc3ccccc3Cl)n2C)n(C)c1=O	-1	16	-2	4	31	16	1	9	14	14	-6
CCC(c1nnnn1-c1ccc2c(c1)OCCO2)N1CCN(CC)CC1 (stereo not given)	-3	.	2	.	-24	9	-8	.	-11	21	-1
CC1CCCC(NC(=O)COC(=O)c2ccc3c(c2)OCCO3)C1C (stereo not given)	1	17	2	0	-31	4	3	-4	-2	6	8
C=CCC1(CC=C)CCCN1C(=O)C1CCC(=O)N(CCc2ccc(Cl)cc2)C1 (stereo not given)	-7	2	-3	2	5	-15	-9	-2	-8	-32	2
CCN(C(=O)COn1nnc2ccc(S(=O)(=O)N(C)C)cc21)C1CCS(=O)(=O)C1 (stereo not given)	5	10	7	-2	4	-16	5	-10	5	-3	-3
Cc1ccc(OCC(=O)NCCS(=O)(=O)N2CCN(c3ccccc3)CC2)cc1	-5	-8	-12	2	12	-7	-19	-41	25	8	-5
Cc1cc(=O)[nH]c2c1c(C)nn2C(C)(C)C	-3	10	4	3	0	-6	0	-2	-13	-3	-5
Cc1ccc(-n2c(C)cc(/C=N/NC(N)=S)c2C)cc1	-7	3	-2	-7	-3	21	19	-2	5	-4	-6
O=C(Cc1ccccc1)NC(NC(=S)Nc1cc(Cl)ccc1Cl)C(Cl)(Cl)Cl (stereo not given)	-7	-6	6	-7	-7	-15	-9	-17	2	31	-7
COC(=O)c1[nH]c2c(c1C)C(=O)CC(c1ccc(OC)c(OC)c1)C2 (stereo not given)	7	5	-9	6	-16	30	12	1	-18	12	-9
COc1ccc(C2C(C(=O)NCCN(C)C)c3cc(OC)c(OC)cc3C(=O)N2C)cc1OC (stereo not given)	-6	2	1	-5	0	-20	-3	-5	-2	5	3
Cc1ccc(NC(=O)COC(=O)c2ccccc2-c2nc3ccccc3s2)c(C)c1	1	8	9	2	-40	16	-7	8	-7	-6	1
COc1ccc(Nc2ncccc2C(=O)O)cc1	-1	-26	0	-3	-57	-7	-54	-46	-8	-61	7
CCOC(=O)N1CCN(C(=O)c2ccc3c(=O)n(-c4cc(OC)ccc4OC)c(=S)[nH]c3c2)CC1	-5	10	-4	3	1	-1	-11	-1	-13	10	3
O=S(=O)(c1ccc(Cl)cc1)N1CCN(c2ccc(N3CCOCC3)nn2)CC1	1	1	0	3	-19	4	-9	-62	16	-12	-4
Cc1cnc(NC(=O)c2ccc(F)c(S(=O)(=O)N3CCOCC3)c2)s1	-5	15	9	-13	-5	22	-35	-79	0	-21	0
CCN(CC)C(=O)C(=O)c1cccn1-c1cccc(Cl)c1C#N	-4	-2	1	-5	5	6	-10	-1	5	20	-16
CCOC(=O)C1C(C(C)=O)=C(c2ccccc2)c2ccccc2N1S(=O)(=O)C(F)(F)F (stereo not given)	2	12	1	-5	-9	1	6	-4	3	-12	-2
CC1(C(=O)NCc2cccc(C(F)(F)F)c2)CCN1Cc1ccc2ccccc2c1 (stereo not given)	2	-13	15	.	4	13	-4	8	7	-2	12
CC(=O)c1cccc(CN2CCN(Cc3ccc(C)cc3)C(CCO)C2)c1 (stereo not given)	-5	-9	6	6	-2	-1	-8	15	18	13	-4
CC1CCc2c(sc3ncn(CC(=O)N=Nc4c(O)[nH]c5ccccc45)c(=O)c23)C1 (stereo not given)	0	5	-5	5	-36	-1	10	6	19	-10	4
CCN(CC)CCNC(=O)Cn1c(=O)c2cccn2c2ccc(F)cc21	4	-3	-1	-17	-23	-2	-22	4	21	11	-4
CN(C(=O)c1ccc(NC(=O)Cc2ccc(NC(=O)C3CCCN(C(=O)C4CCCCC4)C3)cc2)cc1)C1CCCC1 (stereo not given)	5	-3	0	2	-12	8	-12	-11	-12	8	-7
C[C@@H]1COC(=O)[C@@H](CC(=O)OC(C)(C)C)C/C=C\C[C@H](CC(=O)N(CCO)Cc2ccccc2)C(=O)N1	-12	6	-4	-6	2	-6	5	-2	-8	-28	-6

Next part, starting with the last five of the part before.
SMILES	ABHD5 PLIN5 PPI	SRC3 inh	Granule exo inh	TLR9-MyD88 inh	NCOA2 inhibitor	TWEAK-Fn14 inh	NR5A2 inv ag	SRC1 inh	COUP-TFII inh	TROY NFkB inh	NOD2 RIPK2 PPI
CC(=O)c1cccc(CN2CCN(Cc3ccc(C)cc3)C(CCO)C2)c1 (stereo not given)	-5	-9	6	6	-2	-1	-8	15	18	13	-4
CC1CCc2c(sc3ncn(CC(=O)N=Nc4c(O)[nH]c5ccccc45)c(=O)c23)C1 (stereo not given)	0	5	-5	5	-36	-1	10	6	19	-10	4
CCN(CC)CCNC(=O)Cn1c(=O)c2cccn2c2ccc(F)cc21	4	-3	-1	-17	-23	-2	-22	4	21	11	-4
CN(C(=O)c1ccc(NC(=O)Cc2ccc(NC(=O)C3CCCN(C(=O)C4CCCCC4)C3)cc2)cc1)C1CCCC1 (stereo not given)	5	-3	0	2	-12	8	-12	-11	-12	8	-7
C[C@@H]1COC(=O)[C@@H](CC(=O)OC(C)(C)C)C/C=C\C[C@H](CC(=O)N(CCO)Cc2ccccc2)C(=O)N1	-12	6	-4	-6	2	-6	5	-2	-8	-28	-6
CC1(C)OC(=O)N2CCc3ccccc3C21C (stereo not given)	-6	10	0	-5	2	-8	19	2	-6	-12	3
Cc1ccc(S(=O)(=O)N2CCN(C(=O)C3CC(=O)N(c4ccc5c(c4)OCCO5)C3)CC2)cc1 (stereo not given)	-1	7	0	3	-17	24	1	-10	13	0	-20
CCOc1ccc(Oc2cc(NC(=O)c3ccco3)cc([N+](=O)[O-])c2)cc1	-4	-1	1	-4	-19	-1	20	9	0	-32	-6
Cc1cccc(Nc2nnc(SCC(=O)NCc3cccs3)s2)c1	-2	-20	-1	-2	1	-22	-36	-13	0	-37	-7
Cc1ccc(-c2nc(CN3CCCC(C(=O)N4CCOCC4)C3)c(C)o2)cc1 (stereo not given)	-2	-22	-2	1	3	-14	8	-21	11	2	-6
CC1(C)CC(=O)C/C(=N/Nc2nc3ccccc3s2)C1	-6	2	2	1	34	69*	-13	-14	27	63*	-2
O=C(CNC1CCCCCC1)Nc1ccc(S(=O)(=O)NC2CC2)cc1	-6	7	6	1	-3	-5	-5	5	-6	-1	-1
CC(C)(C)c1ccc(C(=O)NNC(=O)Cc2ccccc2)cc1	6	-27	-2	2	-24	-8	-35	-56	-24	-35	2
O=C(Cc1cccc(NC(=O)C2CCN(C(=O)C3CCC3)CC2)c1)Nc1cccc(C(=O)N2CCCC2)c1	13	1	-1	-7	-19	-7	-4	5	9	12	-5
O=C1[C@H](Cc2ccccc2)NCC=CC[C@H](c2ccc(Cl)cc2)N1Cc1ccccc1	-7	-6	-3	1	4	9	-23	1	14	4	15
COc1cc(/C=N/NC(=O)Cn2nc([N+](=O)[O-])cc2C)cc(Br)c1OCc1ccccc1	-2	-20	2	8	18	30	-9	-11	-8	20	-11
O=C(COc1ccccc1Cl)NC(=S)Nc1ccc(CN2CCOCC2)cc1	7	3	25	-8	-15	-11	-11	-93	3	27	-12
C[C@@H]1NC(=O)OC1c1ccco1 (stereo not given in full)	-1	-11	4	-23	-2	12	12	-21	8	4	0
Cc1cc(C)c(C#N)c(SCC(O)COc2ccc(Br)cc2)n1 (stereo not given)	-7	-6	-8	-5	2	5	-26	0	2	23	4
CNc1ccc(-c2cc(OC)ccc2OC)cn1	-5	-56	6	.	-3	20	0	10	7	-4	-11
Cc1ccc(OCc2nc3ccccc3n2C)cc1	1	-114	1	-1	-54	1	-148	-131	-33	-39	-1
COc1ccc(OC)c(C(=O)N2CCC(n3nccc3NC(=O)CC(C)C)CC2)c1	3	13	-1	-2	-9	-1	6	-8	-26	-2	8
CCC12CN3CCN(CC(C3)/C1=N\NC(=O)Nc1ccccc1)C2	6	2	-1	-2	7	1	-25	8	-14	-21	-11
COc1ccc(NC(=O)c2ccc(C)cc2)cc1	-1	-109	-1	3	-56	34	-141	-114	-40	-29	3
CC(C)C[C@H]1CNC(=S)N1CC1CCCN1C[C@H](CC(C)C)N1C[C@H](Cc2ccc(O)cc2)N(CC2CCCCCC2)C1=S (stereo not given in full)	0	22	6	0	0	21	11	-3	17	7	-1
CCCN1C(=O)c2cc(C(=O)Nc3ccc(OC)cc3OC)ccc2C1Nc1ccc(OC)cc1OC (stereo not given)	-7	7	?	5	5	23	-10	-28	2	-13	2
O=C1CC(c2c[nH]c3ccccc23)C(=O)N1c1ccccc1 (stereo not given)	1	-9	-2	3	-6	-13	-4	8	-5	-73	2

3 structures from above, arranged by SMILES length, rising.
SMILES	ABHD5 PLIN5 PPI	SRC3 inh	Granule exo inh	TLR9-MyD88 inh	NCOA2 inhibitor	TWEAK-Fn14 inh	NR5A2 inv ag	SRC1 inh	COUP-TFII inh	TROY NFkB inh	NOD2 RIPK2 PPI
CC1(C)CC(=O)C/C(=N/Nc2nc3ccccc3s2)C1	-6	2	2	1	34	69*	-13	-14	27	63*	-2
Cc1ccc(-c2nc(CN3CCCC(C(=O)N4CCOCC4)C3)c(C)o2)cc1 (stereo not given)	-2	-22	-2	1	3	-14	8	-21	11	2	-6
O=C(Cc1cccc(NC(=O)C2CCN(C(=O)C3CCC3)CC2)c1)Nc1cccc(C(=O)N2CCCC2)c1	13	1	-1	-7	-19	-7	-4	5	9	12	-5
